Source: PubChem (National Center for Advancing Translational Sciences (NCATS))
LDHA block – blocks human lactate dehydrogenase A; P00338; purified LDHA, NADH/diaphorase-resazurin fluorescence; stronger effect = lower value; activity change, % (values are at about 110 or 230 µM); actives 0.15% (n = 480,000); in the data active = activity change below about -30%; inconclusive = mostly about -25% to -30%;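 also: plate controls were DMSO wells for no effect and wells without enzyme for full effect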
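Resorufin fluorescence (ex540/em590), read at 0 and 20 min after diaphorase/resazurin addition, reports the NADH left after a 5 min room-temperature reaction of 2 nM human LDH5 with 0.06 mM NADH and 0.2 mM pyruvate.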
ALOX12 inh – inhibitors of human 12S-lipoxygenase ALOX12; purified 12hLO, xylenol orange hydroperoxide absorbance; Potency, µM (highest dose often 108 µM), without a hit: top-dose activity change, negative = inhibition, hits mostly inhibitors; actives 1.1% (n = 580,000); P18054; active = well fitted inhibition curve with a large enough effect; inconclusive = small, poorly fitted or top-dose-only effect, or another doubt; inactive = no such curve, though single readings can be large or run the other way; also: potency is read from the fitted curve at half-maximal effect
Target sequence (P18054 whole entry, looked up): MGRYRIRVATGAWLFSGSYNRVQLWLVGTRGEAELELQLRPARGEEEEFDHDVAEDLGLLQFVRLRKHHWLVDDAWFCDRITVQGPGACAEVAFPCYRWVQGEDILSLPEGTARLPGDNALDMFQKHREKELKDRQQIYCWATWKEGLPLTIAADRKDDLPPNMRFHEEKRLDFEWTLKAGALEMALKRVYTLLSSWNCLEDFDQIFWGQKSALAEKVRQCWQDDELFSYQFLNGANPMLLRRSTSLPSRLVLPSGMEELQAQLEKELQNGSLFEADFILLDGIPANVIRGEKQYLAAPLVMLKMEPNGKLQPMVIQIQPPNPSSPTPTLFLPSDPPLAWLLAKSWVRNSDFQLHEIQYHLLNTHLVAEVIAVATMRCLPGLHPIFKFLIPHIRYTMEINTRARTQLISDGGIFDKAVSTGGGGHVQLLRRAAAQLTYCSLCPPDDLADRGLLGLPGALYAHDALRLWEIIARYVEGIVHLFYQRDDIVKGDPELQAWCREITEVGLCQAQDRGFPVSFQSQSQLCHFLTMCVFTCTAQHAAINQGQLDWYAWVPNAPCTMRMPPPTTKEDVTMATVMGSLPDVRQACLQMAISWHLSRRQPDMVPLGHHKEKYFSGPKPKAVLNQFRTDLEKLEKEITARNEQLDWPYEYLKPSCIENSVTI
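Purified human 12hLO at 150 nM in 25 mM Hepes, 0.01% Triton X-100, pH 7.0, preincubated 15 min at room temperature with compound. Reaction started with 40 uM arachidonic acid, 30 min at room temperature. Hydroperoxide measured by Fe-xylenol orange, 573/405 nm absorbance ratio.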
The depositor's hits bear a star; ? = inconclusive; . = not tested or not shown. Unless noted, % is scaled to controls: 0 for no effect and ±100 for the full control effect. These rows are one share of the data; rates above refer to the full screens.

SMILES	LDHA block	ALOX12 inh
CC(NC(=O)c1ccc2ccccc2n1)c1cccs1 (stereo unspecified)	-13	?
O=C(CCNC(=O)c1ccsc1)Nc1ccc(N2CCCC2)nc1	6	9%
O=C1CSc2ccc(C(=O)OCC(=O)Nc3ccccc3[N+](=O)[O-])cc2N1	0	?
N#Cc1ccc(CCC(=O)NCc2cccc(F)c2)cc1	4	-22%
CSC(=S)N/N=C1/CCc2ccccc21	-1	?
CCN1CCN(CCOc2ccc3c(=O)c(-c4ccc(Br)cc4)c(C)oc3c2)CC1	4	?
O=C(Cn1cnc2sc3c(c2c1=O)CCC3)NC1CCCc2ccccc21 (stereo unspecified)	-6	8%
Cc1ccc(Cn2cc(CN3CC(N4CCSCC4)CS3(=O)=O)nn2)cc1 (stereo unspecified)	-3	-6%
CC(C)CC(NC/C=C/c1ccccc1)C(=O)O (stereo unspecified)	?	?
CC(C)c1ccccc1NC(=O)c1cnc2ccccc2n1	2	-17%
CC(C)C(=O)/C=C(\N)C(Cl)(Cl)Cl	1	3%
Cc1cc(C)n2ncc(-c3noc(C(=O)NCC(O)c4ccccc4)n3)c2n1 (stereo unspecified)	7	-9%
CC(=O)c1cccc(NC(=O)C(C)N2CCN(C(=O)c3cccs3)CC2)c1 (stereo unspecified)	5	8%
COc1ccc(-c2cc(C(F)(F)F)nc(S(=O)(=O)CCC(=O)NCc3ccccc3)n2)cc1	10	2%
CCCCCNC(=O)C(c1ccccc1F)n1c(=O)c(-c2ccco2)nc2ccccc21 (stereo unspecified)	5	20µM*
CC(CCc1ccco1)NC(=O)CCc1nnc2ccc(N3CCCC3)nn12 (stereo unspecified)	2	14%
Cc1nc(CN2CCN(C(=O)NCc3ccccn3)CC2)cs1	16	12%
COCCCn1cc(CN2CC(N3CCN(C)CC3)CS2(=O)=O)nn1 (stereo unspecified)	2	?
Cc1ccc(Cn2c(N3CCN(C/C=C/c4ccccc4)CC3)nc3c2c(=O)[nH]c(=O)n3C)cc1	9	?
Cn1c(=O)c2c(nc(CN3CCC(Cc4ccccc4)CC3)n2CC(N)=O)n(C)c1=O	-5	-3%
COc1ccccc1-c1cc(=O)c2cc(NS(=O)(=O)c3ccc(F)cc3)ccc2o1	-1	17%
O=C(O)c1ccc(-c2ccc(CNC3CCCCC3)o2)cc1	5	?
FC(F)(F)c1ccc(Cl)c(N/N=C/c2ccccc2)c1	10	?
O=C(C1=NOC2(C1)C(=O)Nc1ccccc12)N1CCCCC1 (stereo unspecified)	-4	-11%
CC1=C/C(=N\NC(=S)Nc2ccc(F)cc2)CC1	-3	?
C#CC(CC)(CC)NC(=O)Cc1cc(OC)c(OC)c(OC)c1	8	30%
COCc1c(C(=O)Nc2ccc(S(=O)(=O)C(F)F)cc2)oc2ccccc12	7	-16%
CNC(=O)NC(=O)COc1ccc(C(=O)c2ccc(F)cc2)cc1	-4	0%
Cn1c(=O)c2c(ncn2CCCC(=O)Nc2cccc(C(F)(F)F)c2)n(C)c1=O	1	-3%
COc1ccc(C(=O)COC(=O)COc2ccc(F)cc2Cl)cc1OC	7	-3%
O=C(/C=C/Nc1ccccc1F)C(F)(F)F	-4	?
CCCc1c(C)nc(Nc2nc(C)c3cc(C)ccc3n2)[nH]c1=O	2	-15%
CN(C)c1ccc(C(=O)NNC(=O)c2ccc(F)cc2)cc1	7	27%
O=C1CCC/C(=N/NS(=O)(=O)c2ccc(Br)cc2)C1	11	?
Cc1nc(/C=C/C(=O)N(CCc2ccccc2)Cc2cccs2)cs1	6	?
Cc1cc(C)cc(Nc2nc(N)c(C(=O)c3ccc(Cl)cc3)s2)c1	-14	-2%
CC1(c2nnnn2Cc2ccccc2)CCC(=O)N1CCOc1ccccc1 (stereo unspecified)	1	-1%
CCCOc1ccc(C(=O)Nc2nc(-c3ccc(OC)cc3)c(C)s2)cc1OC	11	?
CSc1ccc(CNC(=O)CN=C2NS(=O)(=O)C(c3ccc(C)c(C)c3)=C2C)cc1	8	.
CC(=O)NCC(=O)N(c1ccc(C)cc1)C1(C(=O)Nc2ccc(C)cc2)CCCCC1	1	?
CC(C1CC1)N(Cc1ccccc1)S(=O)(=O)c1ccc(F)cc1F (stereo unspecified)	9	11%
COCC(=O)n1nc(NCc2cccc(Cl)c2)nc1NCc1cccc(Cl)c1	8	?
COC(=O)c1cc(S(=O)(=O)Nc2ccc(F)cc2C)c[nH]1	-7	-41%
Cc1ccc(COc2ccc(C3C(C#N)=C(N)Oc4cc(O)ccc43)cc2)cc1 (stereo unspecified)	9	-7%
COc1cc(/C=N/O)c(Br)c(Br)c1OC	-4	8%
C=C(C)Cn1c(NCCCOCC)nc2c1c(=O)[nH]c(=O)n2C	7	-17%
Cc1ccc(NC(=O)CSc2nnc3n(CC(C)C)c(=O)c4ccccc4n23)c(C)c1	-3	0%
O=C(COc1c(F)c(F)c(F)c(F)c1F)N1CCC(c2nc3ccccc3o2)CC1	-3	-12%
Cc1cc(NC(=O)N(Cc2ccco2)Cc2cccs2)no1	20	?
COC(=O)c1sc(N)nc1CCNC(=O)OC(C)(C)C	-3	3%
O=C(NCc1coc(-c2cccs2)n1)c1ccc(N2CCCC2)c([N+](=O)[O-])c1	4	1%
CN(C)C(=O)C(Sc1nnc(-c2ccc(F)cc2)c2ccccc12)c1ccccc1 (stereo unspecified)	-9	-1%
O=C(OCC(=O)N1CCOCC1)c1ccccc1-c1nc2ccccc2s1	-4	-13%
COc1ccccc1C(=O)N1CCN(c2oc(-c3ccccc3OC)nc2C#N)CC1	2	-19%
Cc1ccc(NC(=O)CSc2ccc3c(c2)OCCCO3)c(Br)c1	19	3%
Cc1c(-c2cccs2)nc2ccccc2c1-c1ccccc1	-1	?
CCc1cccc(C)c1Nc1nc(N)c(C(=O)c2ccc(OC)cc2)s1	5	?
Cc1ccc(S(=O)(=O)N(C)CCc2noc(-c3ccccc3F)n2)c2nsnc12	-1	28%
O=C(COC(=O)c1cc(=O)[nH]c2ccccc12)Nc1ccccc1C(=O)Nc1ccccc1	-5	-19%
O=C(Nc1ccc2ccccc2c1)C(c1ccc(C(F)(F)F)cc1)n1c(=O)c(-c2cc3ccccc3[nH]2)nc2ccccc21 (stereo unspecified)	5	?

Whole records from above. Screens in order: LDHA block, ALOX12 inh
CCc1cccc(C)c1Nc1nc(N)c(C(=O)c2ccc(OC)cc2)s1 as listed: 5, ?
COCC(=O)n1nc(NCc2cccc(Cl)c2)nc1NCc1cccc(Cl)c1 as listed: 8, ?
COC(=O)c1sc(N)nc1CCNC(=O)OC(C)(C)C as listed: -3, 3%
Cc1c(-c2cccs2)nc2ccccc2c1-c1ccccc1 as listed: -1, ?
O=C(COC(=O)c1cc(=O)[nH]c2ccccc12)Nc1ccccc1C(=O)Nc1ccccc1 as listed: -5, -19%

The listing continues:
SMILES	LDHA block	ALOX12 inh
CC(Oc1ccc(C#N)cc1Cl)C(=O)Nc1ccnn1C(C)C (stereo unspecified)	-5	4%
O=C(Nc1cccc(F)c1)Nc1c(NC2CCCC2)c2ccccc2oc1=O	8	3%
CCN(CC)C(=O)c1cccc2c(=O)c(C)c(-c3ccccc3)oc12	8	-27%
O=C(Nc1cccnc1-n1cccn1)c1cccc(NC(=O)c2cccs2)c1	-4	?
Cc1occc1C(=O)Nc1nc(CC(=O)Nc2ccc(C(C)C)cc2)cs1	-22	?
Cc1cc(Cl)ccc1NC(=O)COc1c(CO)cc(F)cc1CO	0	?
O=C(CSc1cccc2cccc(Cl)c12)NCc1ccco1	11	?
N#Cc1nc(-c2ccc(S(=O)(=O)N3CCCC3)cc2)oc1N1CCN(c2ccccc2)CC1	9	-3%
O=C(COc1ccc2ccccc2c1)Nc1cccc2ncccc12	9	-15%
COc1ccc(-n2c(C)c(C(=O)O)c3cc(OC)ccc32)cc1	2	-11%
O=C(COc1ccccc1Cl)Nc1cccc2cccnc12	2	8%
COc1ccc(C(=O)Nc2cccc(-c3nc4cc(Cl)ccc4o3)c2)c(OC)c1	-1	?
CN(CC(=O)NC1CCCCNC1=O)Cc1cccc(F)c1 (stereo unspecified)	-11	?
CC(C)C(=O)Nc1c(-c2cc(=O)oc3ccc(Cl)cc23)oc2ccccc12	1	14%
O=C(Nc1cccc2cccnc12)NC12CC3CC(CC(C3)C1)C2	7	?
CCC(C(=O)NCc1ccc(OC)cc1)c1ccccc1 (stereo unspecified)	8	13%
Cc1oc(-c2nc(C#N)c(NCc3ccco3)o2)cc1S(=O)(=O)N1CCCC1	2	28%
CN1CCN(C2CN(Cc3cn(Cc4ccc(Cl)cc4)nn3)S(=O)(=O)C2)CC1 (stereo unspecified)	4	28µM*
C=C(Cl)CC[N+](C)(C)CC#Cc1ccc(Cl)cc1	-5	0%
CCc1nc2ccc(C(=O)NCc3cccs3)cc2nc1CC	3	-17%

ALOX12 inh: what is marked active above.
SMILES	LDHA block	ALOX12 inh
CCCCCNC(=O)C(c1ccccc1F)n1c(=O)c(-c2ccco2)nc2ccccc21 (stereo unspecified)	5	20µM*
CN1CCN(C2CN(Cc3cn(Cc4ccc(Cl)cc4)nn3)S(=O)(=O)C2)CC1 (stereo unspecified)	4	28µM*

More entries follow.
SMILES	LDHA block	ALOX12 inh
Cc1ccc(C(C)C)c(OCC(=O)Nc2ccc3oc(-c4ccncc4)nc3c2)c1	5	?
COCCNC(=S)NNC(=O)c1cc(C)nc2ccccc12	8	-19%
Cc1c(C)c2ccc(OCC(=O)Nc3ccccc3)c(C)c2oc1=O	6	?
O=C(Nc1ccccc1N1CCCCCC1)c1cncc(Br)c1	-4	-1%
O=[N+]([O-])c1cccc2nc(/C=C/c3cccc(C(F)(F)F)c3)ccc12	5	?
COC(=O)CC1=C(C)C(=O)CC2C(C)(C)CCC[C@]12C (stereo partly specified)	12	-9%
NC(=O)C(NC(=O)NCC(F)(F)F)C(N)=O	11	24%
COc1ccc(-n2nnnc2SCC(=O)NC(C)c2ccc(-c3ccccc3)cc2)cc1 (stereo unspecified)	13	?
CCC1CCCCN1C(=O)CN1C(=O)N(c2cc(Cl)ccc2C)S(=O)(=O)c2ccccc21 (stereo unspecified)	1	6%
CC(C)CCN(C(=O)CN1CCc2ccccc21)c1c(N)n(Cc2ccccc2)c(=O)[nH]c1=O	-2	-6%
CN(CCC#N)Cc1ccsc1	-5	26%
CCOc1ncccc1CNC(=O)c1cc2cc(C)ccc2nc1C	-7	?
C=CCOc1ccc(C(=O)Nc2cccc(OC)c2)cc1	-1	5%
Cn1c(=O)c2c(nc(SCC(N)=O)n2Cc2ccccc2)n(C)c1=O	-1	0%
O=C(CCN1CCC(c2ccccc2)C1)c1ccco1 (stereo unspecified)	0	-23%
Cc1ccc(N2CCN(C(C(=O)O)c3c[nH]c4ccc(OCc5ccccc5)cc34)CC2)c(C)c1 (stereo unspecified)	-2	-6%
Cc1ccccc1NC(=O)CC1C(=O)Nc2nc(-c3ccccc3)nn21 (stereo unspecified)	-3	13%
COc1ccc(NC(=O)c2cnc(SC)nc2-c2ccccc2)cc1OC	7	-28%
CC(C)(C)C(=O)NCC(=O)N1CCC(c2nc3ccccc3o2)CC1	11	3%
CC(CCc1ccccc1)NC(=O)Cc1cccc2ccccc12 (stereo unspecified)	?	1%

Copied from the list.
Result for `O=C(CCN1CCC(c2ccccc2)C1)c1ccco1` (stereo unspecified) in ALOX12 inh: -23%
Result for `COc1ccc(NC(=O)c2cnc(SC)nc2-c2ccccc2)cc1OC` in ALOX12 inh: -28%
Result for `CCC1CCCCN1C(=O)CN1C(=O)N(c2cc(Cl)ccc2C)S(=O)(=O)c2ccccc21` (stereo unspecified) in ALOX12 inh: 6%
Result for `O=[N+]([O-])c1cccc2nc(/C=C/c3cccc(C(F)(F)F)c3)ccc12` in LDHA block: 5
Result for `CC(C)(C)C(=O)NCC(=O)N1CCC(c2nc3ccccc3o2)CC1` in ALOX12 inh: 3%

Next section
SMILES	LDHA block	ALOX12 inh
Cc1cc(NC(=O)CCc2ncc(-c3ccc(Cl)cc3)o2)no1	-4	-24%
Cc1ccc(C(=O)OCc2ccc(C#N)cc2)cc1C	-15	-48%
Cc1cc(Br)c(NC(=O)COC(=O)c2ccc(O)cc2)c(Br)c1	2	?
O=C(CCN1C(=O)C2C3CCC(C3)C2C1=O)OCC(=O)c1ccc(Cl)c([N+](=O)[O-])c1 (stereo unspecified)	-2	-20%
N#C/C(=C/c1ccccc1OCc1ccccc1C#N)c1ccc(Cl)cc1	10	12%
CC(C)CCC(C)NC(=O)Cc1coc(-c2ccccc2)n1 (stereo unspecified)	0	?
CC(C)(CNC(=O)C1CC1)CNC(=O)C1CC1	4	28%
